# uPA generation: inhibitors of cell surface uPA generation | Potency, µM (series often up to 38.3 µM), for inactives: at the highest dose activity change, negative = inhibition, usual class: inhibitors | 0.31% of 330,000 active | cell surface uPA generation assay, qHTS; active = well fitted inhibition curve with a large enough effect; inconclusive = small, poorly fitted or top-dose-only effect; inactive = no such curve, though single readings can be large or run the other way; tested in mouse RAW 264.7 cells; also: potency is read from the fitted curve at half-maximal effect; % is scaled to controls: 0 for no effect and ±100 for the full control effect; nearly all actives have a fitted effect of over 55% in size
# TSHR antag: human thyrotropin receptor antagonism. activity change, negative = inhibition, % at 11.5 µM. TSHR-expressing cells, TSH-stimulated cAMP HTRF, 2 h; hits give low values. 0.2% of 330,000 active. AID 504810;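 active = activity change below a set negative limit, meaning inhibition stronger than a set level, cut at about -70% in these data; inconclusive = activity change between two set negative limits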; also: % is scaled to controls: 0 for no effect and ±100 for the full control effect
#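 TSHR-expressing cells were treated with compounds, then stimulated with TSH at EC80 (4nM final) for 2 hours at 37 deg C. Cellular cAMP was measured by HTRF competition between lysate cAMP and cAMP-d2 for a cryptate-labelled anti-cAMP antibody.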
# Eya2 inh: Eya2 (human) phosphatase inhibition; recombinant Eya2, OMFP fluorescence dephosphorylation (OMFP is methylfluorescein phosphate); O00167; Potency, µM (series often up to 76.9 µM), inactives show top-dose activity, negative = inhibition, usual class: inhibitors; 0.006% of 330,000 active; also: potency is read from the fitted curve at half-maximal effect; % is scaled to controls: 0 for no effect and ±100 for the full control effect
# Target sequence (O00167 whole entry, looked up): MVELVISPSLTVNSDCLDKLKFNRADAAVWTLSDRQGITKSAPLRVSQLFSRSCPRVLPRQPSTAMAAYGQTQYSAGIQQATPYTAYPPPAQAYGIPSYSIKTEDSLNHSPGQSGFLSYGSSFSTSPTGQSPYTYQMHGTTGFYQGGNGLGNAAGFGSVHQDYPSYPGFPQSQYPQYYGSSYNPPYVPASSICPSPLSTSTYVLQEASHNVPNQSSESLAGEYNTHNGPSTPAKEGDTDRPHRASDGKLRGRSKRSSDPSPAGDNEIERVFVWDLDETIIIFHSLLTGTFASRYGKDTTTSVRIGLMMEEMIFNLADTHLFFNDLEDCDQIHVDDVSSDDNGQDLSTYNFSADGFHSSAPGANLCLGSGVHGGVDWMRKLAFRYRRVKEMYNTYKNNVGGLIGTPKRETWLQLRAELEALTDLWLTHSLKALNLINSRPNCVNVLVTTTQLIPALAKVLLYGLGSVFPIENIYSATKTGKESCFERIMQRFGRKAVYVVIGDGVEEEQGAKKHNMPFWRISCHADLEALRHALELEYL
#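 Eya2 (0.2 uM) preincubated 10 min at ambient with compound, then OMFP substrate added at 50 uM; 10 min reaction in 50 mM HEPES pH 7.5, 50 mM NaCl, 5 uM MgCl2, 0.05% BSA, 1 mM DTT. Fluorescence read at Ex 485/Em 525 nm.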
# USP2a block: inhibitors of human ubiquitin-specific protease USP2a | O75604 | USP2 core, Ub-CHOP2 coupled fluorogenic reporter, 485/531 | Potency, µM (highest dose often 38.3 µM), without a hit: at the highest dose activity change, negative = inhibition, actives largely listed as inhibitors | 0.01% of 330,000 active;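 also: potency is read from the fitted curve at half-maximal effect; plate controls were DMSO wells for no effect and full inhibition by NEM control for full effect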
#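 USP2 core (10nM final) preincubated 30min RT with compound in 20mM Tris-HCl pH 8.0, 2mM CaCl2, 2mM beta-mercaptoethanol, 0.05% CHAPS; 25nM Ub-CHOP2 plus 25nM reporter substrate added, fluorescence (Ex485/Em531) read after 60min.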
# TCR act: activates T cell receptor signaling; 330,000 tested, under 10 active; primary human leukocytes, anti-CD3, IL-2 HTRF, 48 h; Potency, µM (doses to about 9.22 µM), without a hit: at the top dose activation of IL-2 secretion, hits mostly activators; also: % of control where 0% means no effect
#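 1) Mix primary human leukocytes, a-CD3 beads and compound. 2) Incubate 48 hr. 3) Add HTRF IL-2 reagents (a-IL-2-K, a-IL-2-d2).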
# ELG1 DNA repair: inhibitors of ELG1-dependent DNA repair in HEK293T cells; HEK293T ELG1-luciferase reporter, luminescence, 16 h; DNA damage induced by 5-fluorouridine; Potency, µM (highest dose often 46.1 µM), inactives show at the top dose activity change, negative = inhibition, most hits filed as inhibitors; 2.3% of 330,000 active; also: potency is read from the fitted curve at half-maximal effect; % is scaled to controls: 0 for no effect and ±100 for the full control effect; nearly all actives have a fitted effect of over 55% in size
#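 Overnight (16 hr) co-exposure of 2,000 cells/well to 5-fluorouridine and compound at 37 °C preceded detection. Luciferase was quantified via ONE-Glo luminescence; loss of signal denotes inhibition.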
# Mito fusion yeast: inhibitors of mitochondrial division or activators of mitochondrial fusion | S. cerevisiae fusion-defective mutant growth rescue, CellTiterGlo 48 h | 0.23% of 320,000 active | AID 485298 | Potency, µM (highest dose often 46.1 µM), for inactives: at the highest dose growth rescue (activation), actives largely listed as activators;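 also: potency is read from the fitted curve at half-maximal effect; % of control where 0% means no effect; nearly all actives have a fitted effect of over 45% in size; temperature-sensitive fusion mutants such as fzo1-1 at 37 °C on non-fermentable ethanol glycerol medium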
#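 Temperature-sensitive fusion-defective S. cerevisiae (e.g. fzo1-1, mgm1-5) were grown with compound in YPEG medium (3% ethanol, 3% glycerol) for 48 hours at 37C. Growth rescue was measured as viability by CellTiterGlo luminescence after 10 minutes at ambient.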
# BCR signal inh: blocks chronic active B-cell receptor signaling; 0.05% of 340,000 active; ABC-DLBCL IkBa-CBG/CBR reporter, luminescence ratio, 4 h; AID 493014; Potency, µM (titrated, usually from 46.1 µM), for inactives: top-dose ratio change, negative = lower green/red ratio, actives largely listed as inhibitors; active = well fitted inhibition curve with a large enough effect in the signal ratio, with a control signal flat, not every such curve was filed as active; inconclusive = small, poorly fitted or top-dose-only effect, or effect the other way, or a change in a side signal; the % refers to the signal ratio;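 also: potency is read from the fitted curve at half-maximal effect; plate controls were basal doxycycline-induced cells for no effect and cells given 10 µM MG132 for full effect; MG132 reads +100%, hits lower the ratio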
#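 TMD8 ABC-DLBCL cells carrying doxycycline-inducible green luciferase fused to IkappaBalpha plus unfused red luciferase were exposed to compounds (up to 46 uM) for 4 hrs at 37C. Activity came from the overlap-corrected green/red luminescence ratio.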
# TSG101-PTAP inh: blocks PTAP/TSG101 interaction to inhibit HIV-1 budding; Fluorescence polarization, FITC-PTAP peptide / Tsg101 binding; Potency, µM (doses to about 115 µM), for inactives: top-dose activity change, negative = inhibition, most hits filed as inhibitors; Q99816; 340,000 tested, under 10 active; active = well fitted inhibition curve with a large enough effect in the main read-out, with a control signal flat, not every such curve was filed as active; inconclusive = small, poorly fitted or top-dose-only effect, or effect the other way, or a change in a side signal; inactive = no such curve, though single readings can be large or run the other way; also: potency is read from the fitted curve at half-maximal effect; % of control where 0% means no effect
#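 Compounds were pin-transferred onto Tsg101 binding domain (10 uM final) in HEPES pH 7.5 buffer, then FITC-PTAP peptide was added at 50 nM final. After 20 min at RT, polarization reported peptide displacement across a qHTS concentration series.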
# Tb PFK inh: inhibitors of T. brucei phosphofructokinase | T. brucei PFK, ADP-Glo luminescence | 0.17% of 330,000 active | O15648 | AID 485367 | Potency, µM (titrated, usually from 57.5 µM), for the others: at the highest dose activity, negative = inhibition, actives largely listed as inhibitors;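 also: potency is read from the fitted curve at half-maximal effect; 0% = uninhibited 1x PFK enzyme wells and -100% = no-enzyme wells; nearly all actives have a fitted effect of over 60% in size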
#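 Compounds were pin-transferred as a titration series up to 57 uM into substrate buffer (0.5 mM F6P, 0.1 mM ATP, pH 8.0), then 1.25 nM PFK was added and reactions ran 45 min before ADP-Glo detection.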
# B2AR arrestin: recruits beta-arrestin to the human beta2-adrenergic receptor; Potency, µM (top dose mostly 46.1 µM), for the others: at the highest dose activation, most hits filed as activators; beta-arrestin recruitment to beta2AR, cell-based reporter; AID 492947; 0.02% of 330,000 active;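 also: potency is read from the fitted curve at half-maximal effect; 0% = DMSO controls and full agonism = EC100 isoproterenol or metaproterenol; nearly all actives have a fitted effect of over 65% in size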
# Target sequence (P07550 whole entry, looked up): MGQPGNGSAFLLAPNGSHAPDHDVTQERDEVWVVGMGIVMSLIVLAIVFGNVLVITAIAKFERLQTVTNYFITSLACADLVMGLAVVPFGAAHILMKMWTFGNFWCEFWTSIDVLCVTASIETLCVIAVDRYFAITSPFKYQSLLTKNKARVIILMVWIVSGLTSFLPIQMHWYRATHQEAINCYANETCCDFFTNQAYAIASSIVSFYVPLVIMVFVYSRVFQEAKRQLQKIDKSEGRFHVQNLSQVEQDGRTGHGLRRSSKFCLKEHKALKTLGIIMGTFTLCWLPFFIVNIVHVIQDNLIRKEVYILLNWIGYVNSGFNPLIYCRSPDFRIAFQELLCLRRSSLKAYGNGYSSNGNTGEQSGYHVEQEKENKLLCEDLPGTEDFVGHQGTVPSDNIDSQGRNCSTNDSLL
# Starred values were filed as active, the others as inactive; ? = inconclusive; . = not tested or not shown; & = joins results of further samples; [ ] = dose if it differs, or a comment. Unless noted, calls follow the shape of the dose curve; as a rule, active = well fitted curve in the direction sought with a large enough effect; inconclusive = small, poorly fitted or top-dose-only effect, or another doubt; inactive = no such curve, though single readings can be large; an effect the other way counts as inactive or inconclusive.
SMILES,uPA generation,TSHR antag,Eya2 inh,USP2a block,TCR act,ELG1 DNA repair,Mito fusion yeast,BCR signal inh,TSG101-PTAP inh,Tb PFK inh,B2AR arrestin
Cc1ccc(NC(=O)COC(=O)Cn2c(C)csc2=O)cc1C,1%,-6,19%,0%,3%,0%,0%,?,-1%,-7%,-0.1%
O=C1/C(=C\c2cccs2)SC(=S)N1C1CCS(=O)(=O)C1 (stereo unspecified),-7%,-1,2%,9%,5%,-14%,1%,5%,0%,-5%,-0.2%
O=C(C[C@@H]1C/C=C\C[C@@H](Cc2ccc(F)cc2)C(=O)OC[C@H]2CCCN2C1=O)N[C@H](CO)Cc1ccccc1,-22%,13,7%,-3%,-3%,?,.,-2%,-9%,-10%,-1.7%
CC1(C)C(=O)OC(c2cccs2)C2(CCCCC2)C1=O (stereo unspecified),3%,-16,-3%,-2%,3%,-19%,5%,9%,1%,-2%,-0.5%
c1ccc([C@H]2CNCCN2CCc2cccc3ccccc23)cc1,-6%,18,-3%,1%,-1%,15%,.,?,.,8%,-0.1%
CC(=O)c1ccc(OC(=O)c2ccc(Br)o2)cc1,1%,1,-2%,0%,.,6%,-1%,1%,-11%,-7%,0.1%
CC(C)CC(=O)Nc1nnc(SCC(=O)Nc2ccc3c(c2)OCO3)s1,-1%,4,8%,-1%,-8%[46.1 µM],1%,-7%,-9%,-2%,3%,6.0%
COc1ccc(S(=O)(=O)NC(C(=O)NCCc2ccccn2)C(C)C)cc1 (stereo unspecified),1%,3,13%,1%,-12%,14%,-2%,4%,-8%,-1%,0.0%
O=c1oc2ccccc2c(N2CCCC2)c1[N+](=O)[O-],1%,-3,18%,3%,-4%,23%,27%,?,-1%,1%,0.3%
Cc1ccc2nc(SCC(=O)NC3CCCC3)nc(=O)n2c1,7%,7,-5%,-1%,-1%,3%,4%,20%,-3%,-2%,0.0%
CCCC[C@]12Cc3cc(OC)c(OC)cc3C(O1)c1c(cc(-c3ccccc3)oc1=O)O2,.,.,6%[15.4 µM],3%[7.66 µM],.,.,0%[9.22 µM],14%[9.22 µM],.,0%[11.5 µM],-0.2%[9.22 µM]
O=C(NCCc1cccc(Cl)c1)c1ccc2c(c1)OCO2,?,-4,3%,1%,-3%,?,8%,?,0%,3%,0.2%
CCc1nn2c(=O)c(S(=O)(=O)Nc3ccc(Cl)cc3)c(C)nc2s1,-8%,23&13,3%&2%,1%&-2%,2%,11%,0%&2%,-1%&17%,-1%,1%&-3%,0.4%&-0.1%
COc1ccc(NC(=O)c2ccc(Oc3ncccn3)cc2)cc1,-3%,-5,8%,0%,8%,?,1%,-5%,-4%,4%,-0.3%
COc1ccc(NC(=O)CCCC(=O)c2ccccc2)cc1OC,-7%,-1,7%,0%,-3%,-7%,17%,-6%,-5%,0%,0.4%
NC(=O)c1nsc(C(=O)N(c2cccc(F)c2)C(C(=O)NCC2CCCO2)c2ccc3ncccc3c2)c1N (stereo unspecified),-2%,-10,11%,5%,-18%,-1%,-4%,?,-1%,-9%,0.1%
COc1cc(CNCc2ccccc2C(F)(F)F)cc(OC)c1,0%,-1,10%,1%,-2%,-2%,-7%,-1%,-2%,-1%,0.0%
CSCCC(NC(=O)c1cccc(S(=O)(=O)N2CCOCC2)c1)C(=O)Nc1cccc(C)c1 (stereo unspecified),10%,0,-7%,0%,2%[46.1 µM],-1%,0%,2%,-3%,2%,-1.5%
CC1CN(C(=O)c2ccc(C(=O)c3ccccc3)cc2)CC(C)O1 (stereo unspecified),-1%,-4,0%,1%,2%,-4%,2%,0%,-2%,-2%,-3.7%
C#CCOCCOCCOCCNc1nc(N2CCN(C(=O)C([C@@H](C)O)n3cc([C@@H](N)CCCCN)nn3)CC2)nc(N2CCN(C(=O)[C@H](CCC(=O)O)n3cc([C@@H](N)[C@H](C)CC)nn3)CC2)n1 (stereo partly specified),10%,25,-20%,1%,9%,0%,.,-2%,-2%,?,0.0%
CN1/C(=C/C=N/NC(=O)c2ccc([N+](=O)[O-])cc2)C(C)(C)c2ccccc21,-2%,-7,10%,1%,3%[46.1 µM],?,-8%,0%,1%,-7%,-0.3%
Oc1ccc(Br)cc1-c1ccn[nH]1,5%,3,-2%,-4%,0%[46.1 µM],-7%,5%,?,1%,-4%,0.0%
COC(=O)c1ccccc1S(=O)(=O)N1CCC(C(=O)N(C)CCOc2ccccc2)CC1,-2%,-7,15%,0%,-5%,-19%,1%,?,-7%,1%,-0.8%
Cc1cccnc1NC(=O)Nc1cccc2ccccc12,-6%,-9,8%,2%,-11%,3%,-1%,5%,2%,1%,-0.3%
CCN(CC(=O)Nc1ccc(NC(C)=O)cc1)C(=O)CCCN1C(=O)c2ccccc2C1=O,5%,-6,14%,0%,3%,8%,1%,?,-3%,-1%,0.3%
O=C(NCCNS(=O)(=O)c1ccccc1)c1cc(OCC(F)(F)F)ccc1OCC(F)(F)F,2%,3,3%,2%,-17%,-16%,-3%,?,-2%,-4%,-0.5%
N=c1oc2ccccc2cc1C(=O)Nc1ccccc1,-2%,-8,1%,-1%,0%,?,0%,?,-1%,3%,0.0%
CC(C)(C)C(=O)NC1(C(F)(F)F)N=C2SCCN2C1=O (stereo unspecified),2%,-6,5%,5%,-1%[46.1 µM],4%,-6%,0%,-5%,7%,0.3%
S=C(NC1CCCC1)NC1CC1,0%,15,-1%,3%,-2%[46.1 µM],-7%,-7%,1%,-1%,2%,0.1%
Cc1nnsc1C(=O)Nc1ccc(S(=O)(=O)N2CCCCC2)cc1,-2%,9,13%,1%,-3%,12µM*,5%,-1%,-4%,-5%,0.5%
CCOc1ccc(/C=C/C2=NNC(=O)CC2)cc1,-7%,-1,6%,0%,6%,?,-3%,3%,0%,1%,0.3%
Cc1cc(C(=O)NCc2ccco2)c2ccccc2n1,-4%,-2,-2%,3%,1%,-8%,-1%,?,1%,-4%,0.1%
COc1ccccc1OCC(=O)Nc1cc(C)ccc1NC(=O)c1ccco1,-2%,17,2%,-1%,-1%,?,3%,6%,0%,-8%,0.2%
CCOc1cc(C)ccc1OCc1nnc(SCC(=O)c2cccc([N+](=O)[O-])c2)n1CC,3%,11,-10%,2%,-1%,?,-1%,-1%,-8%,-5%[0.46 µM],0.5%
COc1ccc(CN/C(C)=C(/C#N)C(N)=O)cc1OC,-7%,0,2%,0%,-2%,?,-10%,-15%,-10%,1%,-1.0%
N#CC1=C(N)C(C#N)(C#N)C(c2ccc[nH]2)C2CCCC=C12 (stereo unspecified),-21%,14,28%,13%,1%,?,-1%,5%,6%,?,0.6%
Cc1ccc(Cl)cc1N1CCN(CC(O)COC(C)C)CC1 (stereo unspecified),7%,4,-3%,1%,3%,-8%,-1%,?,0%,0%,-0.5%
Cn1c(CCNC(=O)c2ccco2)nc2cc(NC(=O)c3ccco3)ccc21,-9%,15,-31%,0%,2%,?,-10%,?,-1%,-19%,-0.3%
O=C(CNC(=S)NC(=O)c1ccc(Cl)cc1)c1ccccc1,-2%,20,7%,1%,-6%[46.1 µM],?,0%,1%,-1%,1%,-1.1%
CC(C)(C)c1ccc(C(=O)NNC(=O)C2CCCCC2)cc1,17%,12,-5%,2%,3%[46.1 µM],?,8%,3%,-4%,-2%,0.4%
O=C(Nc1nc2cc3c(cc2s1)OCO3)C1CCCCC1,-8%,-15,7%,-1%,-5%,?,4%,?,-2%,-4%,-0.4%
COc1cc(CCC(=O)OCC(=O)Nc2nc(C)c(Cl)cc2Cl)cc(OC)c1OC,1%,-1,-34%,0%,5%,-3%,1%,?,3%,1%,0.1%
COc1ccccc1N1CCN(C2CCN(C(=O)COc3cccc(C)c3)CC2)CC1,1%,9,1%,-1%,-2%[46.1 µM],-12%,-8%,0%,-1%,-4%,-1.0%
CSC(=NC#N)N1CCN(c2ccccc2)CC1,-6%,13,-2%,-2%,3%,?,-2%,-1%,-2%,1%,0.0%

# Source: PubChem BioAssay (National Center for Advancing Translational Sciences (NCATS))

# This is a random part of the collection; overall some 3% were active at least once.
